Bioassay records (PubChem)
SIRT5 block: inhibitors of human sirtuin-5 desuccinylase | Purified SirT5, succinyl-peptide AMC, trypsin-coupled fluorescence | inhibition, % at 15 µM | hit rate 1.1% among 330,000; in the data active means inhibition above about 15%
Target sequence (Q9NXA8 whole entry, looked up): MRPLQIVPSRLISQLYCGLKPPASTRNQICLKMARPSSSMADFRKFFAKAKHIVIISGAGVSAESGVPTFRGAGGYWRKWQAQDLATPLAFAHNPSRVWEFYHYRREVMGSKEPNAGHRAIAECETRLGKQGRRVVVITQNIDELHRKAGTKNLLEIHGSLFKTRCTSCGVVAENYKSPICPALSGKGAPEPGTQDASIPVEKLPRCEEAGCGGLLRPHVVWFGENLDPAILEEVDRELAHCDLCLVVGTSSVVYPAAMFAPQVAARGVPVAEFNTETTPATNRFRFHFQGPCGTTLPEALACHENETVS
ERp5 inh: inhibitors of human ERp5; Q15084; ERp5 insulin aggregation, absorbance 650 nm, 90 min; inhibition, % at 9.99 µM; hit rate 0.05% among 350,000;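 active means mean replicate inhibition above about 25%, with every replicate also reaching it, limit read from the data, passing the limit was not always enough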
Target sequence (Q15084 whole entry, looked up): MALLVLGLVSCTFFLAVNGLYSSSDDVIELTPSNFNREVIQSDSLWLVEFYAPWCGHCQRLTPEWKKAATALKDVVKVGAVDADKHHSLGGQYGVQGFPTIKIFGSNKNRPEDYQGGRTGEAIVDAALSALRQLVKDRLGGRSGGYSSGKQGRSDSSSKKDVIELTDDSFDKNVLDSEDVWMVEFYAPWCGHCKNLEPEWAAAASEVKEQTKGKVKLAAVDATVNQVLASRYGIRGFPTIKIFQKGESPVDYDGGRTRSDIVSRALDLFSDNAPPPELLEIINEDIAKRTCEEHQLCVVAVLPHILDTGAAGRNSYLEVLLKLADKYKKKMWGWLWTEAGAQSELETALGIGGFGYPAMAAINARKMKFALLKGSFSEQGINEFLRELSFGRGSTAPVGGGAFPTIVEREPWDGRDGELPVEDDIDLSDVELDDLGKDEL
* marks the source's active call; other numbers are inactive results; & = joins results of further samples.

SIRT5 block | ERp5 inh | mol
-4 | -2 | C[C@H]1CN([C@@H](C)CO)C(=O)CCCn2nncc2CO[C@@H]1CN(C)S(=O)(=O)c1ccccc1C#N
2 | -6 | CC(C)C[C@H]1CN(CCCC[C@@H]2CNC(=O)C(=O)N2CCc2ccccc2)C(=O)C(=O)N1CCc1ccccc1
3 | -4 | CCCC(=O)Nc1ccc2c(c1)OC[C@@H](C)N(CCC(F)(F)F)C[C@@H](C)[C@H](OC)CN(C)C2=O
-1 | 0 | C[C@H]1CN(C(=O)OC(C)(C)C)CCN1c1ccc(N2CC[C@H](O)C2)c(C#N)c1
-6 | -4 | Cc1cccn2cc(COc3ccc(-c4ccccc4)cc3)nc12
1 | -5 | Cc1ccc(NC(=O)CSc2ncccn2)cc1S(=O)(=O)N1CCCCC1
-4 | 1 | O=c1[nH]c(=S)[nH]c2c1C(C1CCCCC1)OC(C1CCCCC1)C2 (stereo not drawn)
5 | 3 | COc1ccc2c3c([nH]c2c1)[C@@H](CO)N(C(=O)C1CCC1)CC31CCN(Cc2cccc(F)c2)CC1
-3 | 11 | Cn1ccsc1=NC(=O)c1cc(S(=O)(=O)N2CCOCC2)ccc1Cl
3 | -2 | COc1ccc2c3c([nH]c2c1)[C@H](CO)N(C(C)=O)CC31CN(Cc2ccccc2Cl)C1
-4 | 5 | O=C(CCc1ccccc1)NCc1ccccc1
0 | -11 | COc1ccc2c3c([nH]c2c1)[C@@H](CO)N(Cc1ccccc1)CC31CCN(Cc2cncnc2)CC1
-4 | 5 | COC(=O)c1ccccc1OCc1cc(=O)oc2ccc(C)cc12
-2 | -1 | CN(C)C(=O)C[C@H]1C[C@@H]2c3cc(NC(=O)c4cccnc4)ccc3O[C@@H]2[C@H](CO)O1
-2 | 24 | OC[C@@H]1[C@@H](c2ccccc2)C2(CN(CC3CC3)C2)N1Cc1ccc(F)cc1
11 | -3 | O=C1c2ccccc2C(c2nnnn2-c2ccc3c(c2)OCCO3)N1Cc1ccc2c(c1)OCO2 (stereo not drawn)
-2 | 5 | CC=Cc1ccc2n(c1=O)C[C@@H]1[C@@H](CO)[C@H](C(=O)N(C)C)N(CC3CCCC3)[C@H]21 (mixture of isomers)
-5 | 4 | O=C(NC1CCCCC1)N1CC(=O)N2[C@@H](CO)[C@@H](c3ccc(C4=CCCC4)cc3)[C@@H]2C1
-5 | -12 | O=C(Nc1ccccc1)N[C@H]1CC[C@@H](CCn2cc(-c3ccccc3F)nn2)O[C@H]1CO
1 | -4 | COC(=O)C1=CN(c2ccc(F)cc2)C(N)=C(C#N)C1c1ccccc1 (stereo not drawn)
-6 | -3 | CCOc1ccc(C(C)=O)cc1CN1C(=O)C(=O)N(CC)C1=O
2 | 2 | CC(=O)N1[C@H](CO)[C@H](c2ccc(-c3cccnc3)cc2)[C@H]1CNC(=O)C1CCC1
-2 | -2 | O=C(NCc1ccccc1)C(c1ccncc1)n1c(=O)c(-c2ccco2)nc2ccccc21 (stereo not drawn)
-1 | 3 | OC[C@@H]1[C@H](c2ccc(C3=CCCC3)cc2)[C@@H](CNC2CCCC2)N1CC1CC1
-8 | -2 | O=C(NC1CCCC1)[C@@H]1[C@@H](CO)[C@@H]2Cn3c(ccc(-c4ccccc4)c3=O)[C@H]1N2CC1CC1
0 | -5 | CC(C)C[C@@H]1COc2cc(N(C)CCO)ccc2S(=O)(=O)N1
1 | -1 | COCCOC(=O)c1c(C)oc2cc(Br)c(OCC(N)=O)cc12
-5 | -4 | COCCNCCCCSc1ccc(Cl)cc1
6 | 3 | C=CCN1C[C@H](COC(=O)c2ccc(C)c(C)c2)Oc2cccc(F)c2S1(=O)=O
2 | -2 | COc1ccc2c3c([nH]c2c1)[C@H](CO)N(C(=O)Nc1ccc(F)cc1)CC31CN(S(=O)(=O)c2cn(C)cn2)C1
8 | -4 | COc1ccc2c3c(n(C)c2c1)[C@H](CO)N(C(=O)C1CCC1)CC31CCN(CC2CCCC2)CC1
2 | -1 | CS(=O)(=O)N1[C@H](CO)[C@H](c2ccccc2)C12CN(C(=O)C1CC1)C2
4 | 1 | CO[C@H]1CN(C)C(=O)c2ccc(NC(C)=O)cc2OC[C@H](C)N(C(=O)C2CCC2)C[C@@H]1C
0 | -2 | C=CCNC(=S)Nc1ccc(F)cc1F
4 | 5 | Cc1csc(NC(=O)c2ccc3c(=O)n4c(nc3c2)CCCCC4)n1
-1 | 7 | CC(C)COP(=O)(c1ccc(N(C)C)cc1)C(O)c1ccc(Br)cc1 (stereo not drawn)
-7 | 3 | COc1cccc(C(=O)C(=O)N2CCN(C(=O)OCc3ccccc3)CC2)c1
-5 | -1 | CC1CCCC(NC(=O)COC(=O)CSc2ccc3ccccc3c2)C1C (stereo not drawn)
4 | -5 | N#C[C@H]1[C@H](c2ccccc2C2=CCCCC2)[C@H](CO)N1C(=O)NC1CCCCC1
-5 | 3 | Cc1ccc(C)c(NC(=S)N=Nc2c(O)n(C)c3ccc(S(=O)(=O)N4CCOCC4)cc23)c1
-7 | -2 | COc1ccccc1-c1sc2ccccc2c1-c1cnc(N2CCOCC2)nc1
-1 | 7 | O=C(Nc1cccc(F)c1)N1CC(=O)N2[C@@H](CO)[C@@H](c3ccc(-c4ccc(F)cc4)cc3)[C@@H]2C1
3 | 1 | CCS(=O)(=O)N1CC2(CN(Cc3cc(F)ccc3F)[C@H](CO)c3c2c2ccc(OC)cc2n3C)C1
-6 | -4 | COc1ccc(C(C(=O)NCc2ccccc2)n2c(=O)c(-c3ccccc3)nc3ccccc32)cc1 (stereo not drawn)
1&-3 | 4&-1 | O=C(C1CCC1)N1C[C@@H]2N[C@H](C1)C2c1ccc(-c2cccc(F)c2)cc1 (stereo partly drawn)
-2 | -1 | O=C(C1CC1)N1[C@@H](CO)[C@@H](c2ccccc2)C12CN(Cc1cncnc1)C2
4 | -2 | COc1ccc2c3c(n(C)c2c1)[C@@H](CO)N(C(=O)C1CCCCC1)CC31CCN(C(=O)CN(C)C)CC1
-3 | 0 | Nc1c(Cl)ncnc1N1CCN(c2ncnc(Cl)c2N)CC1
-2 | 0 | COc1ccc2c3c(n(C)c2c1)[C@H](CO)N(C(=O)NC(C)C)CC31CN(Cc2nccs2)C1
-4 | -2 | CCn1c2ccccc2c2cc(CN3CCN(S(=O)(=O)CC)CC3)ccc21
0 | 1 | Cc1ccc(S(=O)(=O)N[C@H]2CC[C@@H](CCn3cc(C4CCCC4)nn3)O[C@H]2CO)cc1
8 | -1 | COc1ccc2c3c([nH]c2c1)[C@H](CO)N(C(=O)CN1CCOCC1)CC31CN(C(C)=O)C1
-2 | 1 | CCc1ccc(NC(=O)Cn2nnc(C(=O)NCc3cccs3)c2N)cc1
-7 | -2 | CN(C)CC#Cc1ccc([C@H]2[C@@H](CO)N3C(=O)CN(C(=O)c4cccc(F)c4)C[C@@H]23)cc1
1 | 2 | O=C(Nc1nc2ccc([N+](=O)[O-])cc2s1)c1ccco1
-2 | -1 | COc1ccccc1C#Cc1ccc2c(c1)[C@H]1[C@H](CCN1S(=O)(=O)c1cccc(C)c1)[C@@H](CO)N2
-2 | 1 | COc1cc(CN2[C@@H]3CNC[C@H]2C3c2ccc(-c3cccnc3)cc2)cc(OC)c1 (stereo partly drawn)
-2 | -6 | CC=Cc1ccc2n(c1=O)C[C@@H]1[C@@H](CO)[C@H](C(=O)NCCc3cn(C)cn3)N(C(=O)CC)[C@H]21 (mixture of isomers)
6 | 5 | C[C@@H]1CN([C@@H](C)CO)C(=O)c2cccc(NC(=O)CCCCCC(=O)Nc3ccccc3N)c2O[C@H]1CN(C)Cc1ccc(Cl)c(Cl)c1
-5 | -2 | CCCNC(=O)N1[C@H](CO)[C@@H](c2ccccc2)C12CN(C(=O)CC)C2

Ordered by count of non-hydrogen atoms (smallest number first): 6 of the compounds above
SIRT5 block | ERp5 inh | mol
1 | 2 | O=C(Nc1nc2ccc([N+](=O)[O-])cc2s1)c1ccco1
-4 | -2 | CCn1c2ccccc2c2cc(CN3CCN(S(=O)(=O)CC)CC3)ccc21
-2 | 1 | COc1cc(CN2[C@@H]3CNC[C@H]2C3c2ccc(-c3cccnc3)cc2)cc(OC)c1 (stereo partly drawn)
0 | 1 | Cc1ccc(S(=O)(=O)N[C@H]2CC[C@@H](CCn3cc(C4CCCC4)nn3)O[C@H]2CO)cc1
8 | -1 | COc1ccc2c3c([nH]c2c1)[C@H](CO)N(C(=O)CN1CCOCC1)CC31CN(C(C)=O)C1
-2 | 0 | COc1ccc2c3c(n(C)c2c1)[C@H](CO)N(C(=O)NC(C)C)CC31CN(Cc2nccs2)C1

(cont.)
SIRT5 block | ERp5 inh | mol
3 | -7 | CCCC#Cc1ccc([C@@H]2[C@H](CO)N3C(=O)CN(C(=O)c4ccccn4)C[C@@H]23)cc1
2 | 2 | NC(=O)c1ncn([C@@H]2O[C@H](C(=O)N[C@H](Cc3ccccc3)C(=O)N3CCN(CC(=O)Nc4ccccn4)CC3)[C@@H](O)[C@H]2O)n1
1 | 0 | O=C1CN(S(=O)(=O)c2ccccc2)C[C@H]2[C@@H](c3ccc(C4=CCCC4)cc3)[C@H](CO)N12
0 | -3 | Cc1ccccc1C(=O)N(C)[C@H]1C[C@H]2c3[nH]c4c(-c5ccccc5)cccc4c3CCN2C(=O)[C@H]1[C@H](C)O
4 | 8 | CC(=O)N1[C@@H]2c3cccc(=O)n3C[C@@H]2[C@@H](CO)[C@@H]1C(=O)N1CCc2ccccc2C1
0 | -3 | CCCC[C@@H]1C[C@H]1[C@@H](NC(=O)c1ccco1)c1ccc(C(=O)OC)cc1
0 | -1 | COCC(=O)N1CC2(C1)[C@H](c1ccc(-c3ccccc3)cc1)[C@@H](CO)N2C(=O)COC
0 | -3 | CCCC(=O)N1CCC2(CC1)CN(C(=O)Nc1cccc(F)c1)[C@@H](CO)c1c2c2ccc(OC)cc2n1C
-2 | 0 | O=C1c2ccccc2C(c2nnnn2Cc2ccccc2)N1CCOc1ccccc1 (stereo not drawn)
1 | -3 | COc1cccc(CN2CC3(CN(CC4CCOCC4)C3)c3c([nH]c4cc(OC)ccc34)[C@H]2CO)c1
0 | 0 | CO[C@@H]1CN(C)C(=O)c2cc(NC(C)=O)ccc2OC[C@H](C)N(S(=O)(=O)c2cn(C)cn2)C[C@H]1C
5 | 0 | O=C(c1ccccc1)N1CC(=O)N2[C@H](CO)[C@H](c3ccc(C#Cc4ccccc4)cc3)[C@@H]2C1

3 entries from above, with each value named:
SMILES: CC(=O)N1[C@@H]2c3cccc(=O)n3C[C@@H]2[C@@H](CO)[C@@H]1C(=O)N1CCc2ccccc2C1
  SIRT5 block: 4; ERp5 inh: 8
SMILES: CCCC[C@@H]1C[C@H]1[C@@H](NC(=O)c1ccco1)c1ccc(C(=O)OC)cc1
  SIRT5 block: 0; ERp5 inh: -3
SMILES: COCC(=O)N1CC2(C1)[C@H](c1ccc(-c3ccccc3)cc1)[C@@H](CO)N2C(=O)COC
  SIRT5 block: 0; ERp5 inh: -1

Additional records follow.
SIRT5 block | ERp5 inh | mol
-1 | 2 | COc1ccc(Cl)cc1NC(=O)N1CCC(C)CC1
1 | -3 | Cc1ccc(-c2nc3cc(C)c(Br)c(C)n3c2Cc2ccsc2)cc1
1 | 4 | CCCC(=O)N1CCC2(CC1)CN(C(=O)CC)[C@@H](CO)c1c2c2ccc(OC)cc2n1C
-1 | 1 | Nc1[nH]c(C(=O)c2ccccc2)c(-c2cccc(C(F)(F)F)c2)c1C(=O)NCCc1c[nH]c2ccccc12
-1 | 3 | Cc1ccc(S(=O)(=O)N2[C@H](CC(=O)c3cccc4ccccc34)OC[C@@H]2C(C)C)cc1
4 | 2 | CN(C)C(=O)c1cccc(-c2ccc([C@@H]3[C@H]4CN(C(=O)C5CCCCC5)CC(=O)N4[C@H]3CO)cc2)c1
3 | -4 | CC(=O)c1ccc(NC(=O)C(C)Sc2nnc(C3CCCCC3)o2)cc1 (stereo not drawn)
-4 | -2 | CCn1cc([N+](=O)[O-])c(C(=O)NCc2ccc(Cl)cc2)n1
2 | -3 | CCCCNC(=O)C[C@@H]1C[C@@]2(C(=O)OCC)CCCC=C2N(Cc2ccc3c(c2)OCO3)C1=O
0 | 2 | CCn1c2ccc(C)cc2c2nnc(SCCN3CCOCC3)nc21
5 | -3 | COCC#Cc1ccc([C@H]2[C@H](CO)N3C(=O)CN(C(=O)C4CCCC4)C[C@@H]23)cc1
15* | -4 | Cc1noc(C)c1S(=O)(=O)Nc1ccc2c(c1)C(=O)N([C@H](C)CO)C[C@H](C)[C@@H](CN(C)Cc1ccc(Cl)c(Cl)c1)OCCCC[C@H](C)O2
-4 | -4 | COCC(=O)N1CC(=O)N2[C@H](CO)[C@@H](c3ccc(C#CCc4ccccc4)cc3)[C@@H]2C1
1 | -1 | Cc1ccc(OCc2nc3ccccc3n2C(C(=O)NC(C)(C)C)c2ccccc2)cc1 (stereo not drawn)
-2 | -1 | Cn1cnc([N+](=O)[O-])c1SCC(O)CN1CCCCC1 (stereo not drawn)
2 | -9 | CCS(=O)(=O)N1[C@H](C#N)[C@@H](c2ccc(C3=CCCCC3)cc2)[C@H]1CO
0 | 2 | COC(=O)[C@H](NC(=O)c1cc(-c2ccccc2)sc1N)C(C)C
1 | 2 | CN1c2ccc(Br)cc2[C@@H]2[C@@H](CCN2C(=O)C2CCCC2)[C@@H]1CO
-6 | -4 | CC(C)c1cn(CC[C@H]2CC[C@H](NC(=O)C3CCOCC3)[C@H](CO)O2)nn1
-3 | 1 | COc1ncc(-c2ccc(N3C(c4ccsc4)=Cc4ccc(F)cc4C3CC(C)=O)cc2)cn1 (stereo not drawn)
20* | -2 | CN1c2ccc(C3=CCCCC3)cc2[C@H]2[C@H](CCN2C(=O)C2CC2)[C@@H]1CO
3 | -1 | COc1ccc(-c2ccc([C@H]3[C@@H](CO)N4C(=O)CN(C(=O)c5ccccn5)C[C@@H]34)cc2)cc1
-3 | 1 | COc1ccc(C2=Nc3ccccc3N(C(=O)c3ccc(C)cc3)C2C(=O)NCc2ccccc2)cc1 (stereo not drawn)

Two compounds picked at random from those above, as already listed:
SIRT5 block | ERp5 inh | mol
0 | 2 | COC(=O)[C@H](NC(=O)c1cc(-c2ccccc2)sc1N)C(C)C
1 | 2 | CN1c2ccc(Br)cc2[C@@H]2[C@@H](CCN2C(=O)C2CCCC2)[C@@H]1CO

The list is partial; the hit share may differ from the screen's.
